PLK1 PBD inh: inhibitors of human Plk1 polo box domain binding; hit rate 0.13% among 97,000; Plk1 PBD phosphopeptide binding, fluorescence polarization; inhibition, %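 (tested at about 20 µM)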; in the data active = inhibition above about 34%, passing the limit was not always enough
CYP2C9 inh: human CYP2C9 inhibition. inhibition, % at 5 µM. CYP2C9 Supersomes, luciferin-H conversion, luminescence. hit rate 20% among 96,000. P11712;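 active = blocking of liver enzyme CYP2C9 beyond about 50% at 5 µM, limit read from the data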; also: values of inactives mirror those of a sister screen read the other way
EphB4 ephrin blk: blocks human EphB4 binding to ephrin-B2 | P54760 | EphB4 LBD / TNYL-RAW-Alexa532 peptide, fluorescence polarization | inhibition, % at 7 µM | hit rate 0.15% among 97,000;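 active = inhibition above the screen-wide mean inhibition plus 3 SD, cut at about 15% in these data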;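 also: 0% = DMSO wells and 100% = excess unlabeled TNYL-RAW peptide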
Target sequence (P54760 whole entry, looked up, the tested form may be a part): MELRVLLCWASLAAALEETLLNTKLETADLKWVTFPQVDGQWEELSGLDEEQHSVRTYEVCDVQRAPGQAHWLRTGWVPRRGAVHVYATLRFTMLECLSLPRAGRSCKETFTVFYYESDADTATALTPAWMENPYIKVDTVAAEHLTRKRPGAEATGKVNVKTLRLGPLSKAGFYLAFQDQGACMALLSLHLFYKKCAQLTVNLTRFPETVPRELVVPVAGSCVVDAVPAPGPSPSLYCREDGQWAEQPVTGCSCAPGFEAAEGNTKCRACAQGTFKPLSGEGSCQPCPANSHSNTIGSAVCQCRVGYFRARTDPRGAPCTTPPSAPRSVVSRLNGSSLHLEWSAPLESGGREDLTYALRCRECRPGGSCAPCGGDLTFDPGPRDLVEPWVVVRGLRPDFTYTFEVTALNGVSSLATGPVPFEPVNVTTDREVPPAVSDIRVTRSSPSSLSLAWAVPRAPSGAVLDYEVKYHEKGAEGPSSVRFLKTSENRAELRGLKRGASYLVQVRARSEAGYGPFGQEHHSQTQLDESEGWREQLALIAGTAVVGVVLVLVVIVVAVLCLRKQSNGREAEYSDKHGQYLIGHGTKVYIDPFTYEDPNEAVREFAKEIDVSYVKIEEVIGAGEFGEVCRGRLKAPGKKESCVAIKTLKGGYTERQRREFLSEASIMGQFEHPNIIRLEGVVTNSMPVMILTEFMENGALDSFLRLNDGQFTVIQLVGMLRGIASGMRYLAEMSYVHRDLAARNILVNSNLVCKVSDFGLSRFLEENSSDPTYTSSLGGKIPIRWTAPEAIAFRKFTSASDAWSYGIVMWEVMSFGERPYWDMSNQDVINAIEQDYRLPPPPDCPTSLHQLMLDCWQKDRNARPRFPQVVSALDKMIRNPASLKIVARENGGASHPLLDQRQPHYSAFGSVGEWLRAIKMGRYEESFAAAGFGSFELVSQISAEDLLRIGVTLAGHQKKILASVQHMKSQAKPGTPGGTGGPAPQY
LYP act: LYP (human) phosphatase activation; hit rate 0.11% among 96,000; activation, % at 2 µM; Q9Y2R2; recombinant LYP, DiFMUP fluorescence; 0 = plate median, 100 = signal doubled;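 active = activation at 2 µM above a set limit, the mean plus 5 SD, cut at about 37% in these data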
LYP inh 2: blocks human PTPN22 phosphatase activity | Q9Y2R2 | recombinant LYP catalytic domain, DiFMUP fluorescence | inhibition, % at 2 µM | hit rate 0.21% among 96,000 | AID 640;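 active = inhibition at 2 µM at or above a set limit, the screen mean plus 3 SD, cut at about 24% in these data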;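 also: 0% = DMSO with enzyme and 100% = enzyme fully blocked by orthovanadate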
CYP2C9 activ: CYP2C9 (human) activation; AID 1024; hit rate 1.4% among 96,000; activation factor at 5 µM; recombinant CYP2C9, luciferin-H conversion, luminescence; hits give high values; factor 1 = untreated enzyme, 0 = blocked; P11712;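 active = activation factor of 2 or more for CYP2C9 at a 5 µM dose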;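 also: 0 = sulfaphenazole-blocked wells and 1 = vehicle-only wells; values of inactives mirror those of a sister screen read the other way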
Candida biofilm: kills Candida albicans biofilms | C. albicans biofilm + clotrimazole, Alamar Blue | inhibition, % at 6 µM | hit rate 0.14% among 85,000;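 active = inhibition above 20%; inactive = inhibition below 20%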;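 also: preformed 24 hr biofilms exposed to compound for 48 hr; 0% = biofilm without compound and 100% = blank killed by clotrimazole plus chlorhexidine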
Rev-RRE block: HIV Rev-RRE protein-RNA interaction inhibition. P05866. Rev peptide-RRE RNA binding, FRET. inhibition, % at 8 µM. hit rate 0.79% among 97,000;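 active = inhibition above the screen-wide mean plus 3 SD, cut at about 35% in these data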;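 also: 0% = median DMSO wells and 100% = median Neomycin B control wells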
Target sequence (P05866 whole entry, looked up): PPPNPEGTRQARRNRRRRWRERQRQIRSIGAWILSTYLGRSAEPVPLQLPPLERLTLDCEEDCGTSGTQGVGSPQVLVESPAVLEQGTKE
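Probe or stimulus: fluorescein-Rev peptide as binding partner; assay system: Cy5-tagged RRE RNA duplex with fluorescein-tagged Rev peptide; timing: 5 min compound–RNA preincubation, then 15 min with peptide, 25 °C; medium: HEPES pH 7.5 buffer with KCl, MgCl2, NaCl and EDTA; signal: fluorescein-to-Cy5 FRET, 480 nm excitation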
PLK1 inh: blocks human PLK1 kinase activity | P53350 | recombinant PLK1 kinase, TR-FRET peptide phosphorylation | inhibition, % at 10 µM | hit rate 0.53% among 97,000 | AID 619;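 active = inhibition of 50% or more in the single-concentration screen; inactive = inhibition below 50%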;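 also: 0% = DMSO max control and 100% = H-89 dihydrochloride min control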
The depositor's hits bear a star; . = no result given.

SMILES	PLK1 PBD inh	CYP2C9 inh	EphB4 ephrin blk	LYP act	LYP inh 2	CYP2C9 activ	Candida biofilm	Rev-RRE block	PLK1 inh
Cc1ccc2cc(CN(CC3CCCO3)C(=O)C(C)C)c(=O)[nH]c2c1 (stereo not drawn)	-19	.	0	-9	8	.	8	-1	-8
Cn1c(=O)[nH]c(=O)c2c1nc(Br)n2CCC(=O)c1ccccc1	-3	3	-6	-11	9	1	5	3	-2
CS(=O)(=O)N1CC(C(=O)NN)Oc2ccc(Cl)cc21 (stereo not drawn)	35	1	2	2	1	1	.	10	-12
CCn1c2ccccc2c2cc(NC(=O)CSc3nnc(C4CC4)n3Cc3ccco3)ccc21	-40	-19	4	1	2	1.2	6	4	-14
CCC(=O)n1nc(-c2ccc(OC)cc2)nc1SC	-5	.	-1	-12	11	.	1	10	-10
CCNc1nc(CN2CCOCC2)nc2sc3c(c12)CCC3	-2	1	1	-5	2	1	11	3	-8
C1=C2C[N+]3(CCCC3)CC2Cc2ccc3ccccc3c21 (stereo not drawn)	-12	-19	-5	-7	9	1.2	9	-11	-8
CCN(CC)CCCN1C(=O)c2oc3ccccc3c(=O)c2C1c1cc(OC)ccc1OC (stereo not drawn)	-20	-8	-1	9	-10	1.1	8	1	-14
CCCCCOCC1CC(C/C(C)=N/Nc2nc(-c3ccccc3)cs2)C(=O)O1 (stereo not drawn)	3	37	-8	21	-19	0.6	.	-2	-5
O=C(C1CCCCC1)N(Cc1nc2sc3c(c2c(=O)[nH]1)CCCC3)Cc1cccs1	-16	62*	4	6	-7	0.4	5	2	0
COc1ccc(N2C(=O)CC(Nc3ccc(C)cc3)C2=O)cc1 (stereo not drawn)	-35	74*	2	0	-1	0.3	.	8	-5
COC(C(=O)Nc1ccc(F)c(F)c1)c1ccccc1 (stereo not drawn)	-10	.	0	1	-4	.	0	3	-12
COc1cc(C2NC(=O)NC(C)=C2C(=O)OC2CCCCC2)cc(Br)c1O (stereo not drawn)	-14	96*	-5	-1	-1	0	3	0	-2
Cn1c(SCC(=O)N/N=C/c2cccs2)nc2ccccc21	4	-101	-2	3	0	2*	.	1	-15
Cc1nn(-c2ccccc2)c(Cl)c1C(=O)NCCCCNC(=O)c1c(C)nn(-c2ccccc2)c1Cl	-9	33	11	4	-2	0.7	4	1	-3
CCOC(=O)C1=C(CSc2nc(CC)c(C)cc2C#N)OC(N)=C(C#N)C1c1ccc(OC)cc1 (stereo not drawn)	-20	.	6	-2	3	.	12	24	-12
O=C(OCC(=O)c1ccc[nH]1)c1ccc(S(=O)(=O)N2CCCCCC2)cc1	-9	28	4	6	-9	0.7	0	12	-4
C=CCNc1nc(Nc2ccc(-c3nc4ccccc4o3)cc2)nc(N2CCOCC2)n1	-12	42	1	-4	4	0.6	0	-3	-2
CC(=O)c1nn(-c2cccc(Br)c2)cc1C(=O)c1cccc2ccccc12	6	-72	1	4	-8	1.7	.	10	-9
CCOC(=O)N1CCN(CC(=O)Nc2c(C(=O)OC)[nH]c3ccc(Cl)cc23)CC1	-6	27	8	5	-7	0.7	4	12	-4
Cc1ccc(NC(=O)CSC2=C(C#N)C(c3ccc4c(c3)OCO4)C3=C(CCCC3=O)N2)c(C)c1 (stereo not drawn)	12	93*	5	-9	7	0.1	-3	12	-14
CCCNC(=O)NC(=O)CSc1ncc(C(F)(F)F)cc1Cl	2	-6	-12	3	-5	1.1	6	5	0
FC(F)(F)c1cccc(CNc2ncccc2-c2nc3cc(Cl)ccc3o2)c1	0	29	-2	2	-4	0.7	.	15	-3
Cc1nn2c(-c3cccc(NC(=O)c4ccco4)c3)nnc2c2ccccc12	0	11	6	1	0	0.9	.	5	-8
COCCNC(=O)c1nc2c(nnn2Cc2cc(C)ccc2C)c(=O)[nH]1	5	.	1	0	-3	.	8	2	-7
Cc1cc(C(=O)OCC(=O)N2c3ccccc3CC2C)c(C)o1 (stereo not drawn)	-2	48	2	8	-13	0.5	10	5	-3
CCN(CC)C(=O)C(C)OC(=O)c1ccc(O)cc1 (stereo not drawn)	-19	2	-2	-4	0	1	7	5	-4
Cc1cnn(-c2cc(N/N=C/c3ccccc3F)ncn2)c1	11	11	4	-10	14	0.9	.	5	31
CCOc1cc2[nH]c(=O)n(CCCCC(=O)NC3CCCCCC3)c(=O)c2cc1OCC	-33	50	7	-6	5	0.5	0	5	-9
CCOC(=O)C1=C(O)/C(=C/c2cn(CC(=O)N3CCCC3)c3ccccc23)SC1=Nc1ccccc1	-31	.	6	-2	4	.	5	33	-11
O=C(NNC1=C(C(=O)C(F)(F)F)CCC1)c1cccc(Cl)c1	-17	91*	1	-3	4	0.1	4	2	-5
COc1cccc(-c2csc(N3CCN(C(=S)Nc4ccccc4)CC3)n2)c1	-2	2	-11	6	-3	1	.	-1	-9
CCC(=O)N1c2ccc(S(=O)(=O)CCC(=O)NC3CCCC3)cc2CC1C (stereo not drawn)	-2	24	2	-4	1	0.8	-7	4	-8
O=C(Nc1ccc(Cl)cc1)[C@@H]1[C@@H]2C(=O)N(c3ccc(Cl)cc3)C(=O)[C@@H]2[C@H]2C=CC=NN21	-11	59*	-7	7	-4	0.4	8	12	-3
O=C(c1cnccn1)N1CCN(c2ccccc2)CC1	-13	-6	-15	4	-1	1.1	.	-5	-13
O=C1Nc2ccc(S(=O)(=O)NCc3ccco3)c3cccc1c23	22	.	3	12	-17	.	10	6	-1
Cc1cc(C(=O)Nc2ccc(S(=O)(=O)Nc3nccs3)cc2)c(C)o1	-4	26	-9	9	-12	0.7	11	3	-11
COc1cc(/C=N/NC(=O)c2sc(N)c(C#N)c2C)ccc1O	-1	-16	2	4	-7	1.2	.	9	23
Cc1nc2ccc(-c3nc4cc(N)ccc4o3)cc2[nH]1	-7	14	-9	4	-5	0.9	7	-4	-12
COc1ccc(-c2noc(CN3CCOCC3)n2)cc1OC	-2	-5	-2	-13	10	1	3	3	-16
O=C(O)c1cccc(-c2nnn(Cc3ccccc3)n2)c1	-24	.	8	-2	2	.	8	3	-13
Cc1[nH]nc2cn[nH]c12	5	-7	0	1	-2	1.1	-1	14	16
Cc1ccccc1OCC(O)CN (stereo not drawn)	18	-10	3	-2	0	1.1	2	9	-16
COc1cc(C(=O)OC(C)C(=O)NCC2CCCCC2)cc(NC(=O)c2ccco2)c1OC (stereo not drawn)	2	82*	3	-1	4	0.2	3	-1	10
O=C(NNC(=O)C1CC(c2cccnc2)=NO1)Nc1cccc(F)c1 (stereo not drawn)	-4	-11	4	8	-4	1.1	.	14	15
Cc1ccc(NC(=O)C2CCN(S(C)(=O)=O)CC2)cc1C	-13	10	1	2	-3	0.9	-2	8	-8
COc1cc(NC(=O)CSc2nnc(Cn3nnc4ccccc43)n2C)cc(OC)c1	-15	.	1	-8	7	.	7	4	-7
CCOc1ccc(OCCSc2nnnn2-c2ccccc2)cc1	-4	50*	-4	7	-4	0.5	7	20	-4
Cc1cc(C(F)F)n2nc(C(=O)Nc3cccc(C(F)(F)F)c3)nc2n1	-16	-16	-1	-3	2	1.2	1	7	-3
O=C(Nc1nc2ccccc2s1)C1CCCO1 (stereo not drawn)	-11	18	-3	4	-7	0.8	-2	3	-9

Gathered by group, those above containing an aryl thioether with sulfur outside any ring.
SMILES	PLK1 PBD inh	CYP2C9 inh	EphB4 ephrin blk	LYP act	LYP inh 2	CYP2C9 activ	Candida biofilm	Rev-RRE block	PLK1 inh
CCn1c2ccccc2c2cc(NC(=O)CSc3nnc(C4CC4)n3Cc3ccco3)ccc21	-40	-19	4	1	2	1.2	6	4	-14
CCC(=O)n1nc(-c2ccc(OC)cc2)nc1SC	-5	.	-1	-12	11	.	1	10	-10
Cn1c(SCC(=O)N/N=C/c2cccs2)nc2ccccc21	4	-101	-2	3	0	2*	.	1	-15
CCOC(=O)C1=C(CSc2nc(CC)c(C)cc2C#N)OC(N)=C(C#N)C1c1ccc(OC)cc1 (stereo not drawn)	-20	.	6	-2	3	.	12	24	-12
CCCNC(=O)NC(=O)CSc1ncc(C(F)(F)F)cc1Cl	2	-6	-12	3	-5	1.1	6	5	0
COc1cc(NC(=O)CSc2nnc(Cn3nnc4ccccc43)n2C)cc(OC)c1	-15	.	1	-8	7	.	7	4	-7
CCOc1ccc(OCCSc2nnnn2-c2ccccc2)cc1	-4	50*	-4	7	-4	0.5	7	20	-4

Next structures.
SMILES	PLK1 PBD inh	CYP2C9 inh	EphB4 ephrin blk	LYP act	LYP inh 2	CYP2C9 activ	Candida biofilm	Rev-RRE block	PLK1 inh
CCCCOC(=O)c1ccc(NC(=O)c2ccoc2C)cc1	-17	20	9	3	0	0.8	8	11	-4
O=C(O)c1ccc2c(c1)C(=O)N(Cc1ccccc1)C2=O	7	8	0	-5	3	0.9	8	-3	-2
COc1cccc(C2N(c3cccc(Cl)c3)C(=O)C3CCCN32)c1 (stereo not drawn)	-8	88*	-6	-1	-2	0.1	-6	3	-7
CCc1ccccc1S(=O)(=O)Cc1ccc(C(=O)N2CCN(c3ccccc3OC)CC2)o1	-3	96*	-1	10	-13	0	1	6	-1
COc1ccc(/C=C/C(=O)NC(=S)NNC(=O)Cc2cccs2)cc1	13	19	8	-2	4	0.8	.	7	-14
COC(=O)c1c(C)oc2ccc(N(C(=O)c3ccncc3)S(=O)(=O)c3ccccc3)cc12	-14	77*	-2	5	1	0.2	.	1	-11
COCC(C)NS(=O)(=O)c1ccc(NC(=O)C(Cc2ccccc2)NC(N)=O)cc1 (stereo not drawn)	-27	35	-1	-13	12	0.7	.	4	-7
NC(=S)NNc1cc(Cl)cc(Cl)c1	-12	31	-2	-8	9	0.7	5	8	-10
CNC(=O)CSCc1cnn(-c2ccccc2)c1-n1cccc1	-4	45	3	10	-12	0.5	0	-1	-1
CCOC(=O)C1CCN(C(=O)N(C)C)CC1	5	13	-9	-4	3	0.9	6	6	-6
CCCCCCCC(=O)NNC(=O)c1ccc([N+](=O)[O-])cc1	0	16	0	6	-1	0.8	.	0	-15
COC(=O)c1cc(C)nc(N)c1C#N	-1	-12	-4	2	0	1.1	8	5	-2
CC(C(=O)OCn1nnc2ccccc2c1=O)N1C(=O)c2ccccc2C1=O (stereo not drawn)	26	-7	0	-4	0	1.1	7	-1	-6
CCOc1ccc(N2C(=O)C3CC(C)=C(C)CC3C2=O)c([N+](=O)[O-])c1 (stereo not drawn)	0	42	-6	2	2	0.6	.	7	-5
Cc1cc(C)cc(SCc2noc(C(=O)NC(C)C)c2C(=O)O)c1	6	70*	-4	6	-3	0.3	.	-4	-14
O=C1NC(c2ccccc2Cl)Nc2ccccc21 (stereo not drawn)	19	9	2	5	-5	0.9	.	-1	-10
CN1CCN(c2nc(-c3cccnc3)nc3ccccc23)CC1	20	0	3	-3	4	1	1	6	-1
O=C(Nc1ccc2c(c1)nc1n2CCN(Cc2ccccc2)C1)NC1CCCCC1	8	26	10	-2	5	0.7	3	5	-7
CCOC(=O)C1C(c2cc(OC)c(OC)c(OC)c2)NC(=S)NC1(O)C(F)(F)F (stereo not drawn)	-10	2	-5	2	1	1	.	-2	-13
CCOC(=O)CNS(=O)(=O)c1cc(-c2n[nH]c(=O)c3ccccc23)ccc1C	-20	65*	3	-5	4	0.4	8	8	3
COc1ccc(-n2c(=O)cc(N3CCc4ccccc43)[nH]c2=O)cc1	1	.	-2	-13	16	.	-1	5	-7
CC1=C(C(=O)OCc2ccc3c(c2)OCO3)C(c2ccccc2OCc2ccccc2)NC(=O)N1 (stereo not drawn)	-9	99*	-3	-3	6	0	6	1	5
CCOC(=O)C1C(=O)N(C(=O)c2cncc(Br)c2)CC1c1ccccc1 (stereo not drawn)	11	9	1	-2	-1	0.9	10	10	-13
CCOc1ccc(OCCNC2CCCC2)cc1	-14	-15	4	-2	-1	1.2	.	6	-11
